KOR beta-arrestin-1 – KOR agonists, beta-arrestin recruitment, primary screen, cell-based, luminescence, uHTS (AID 1777); KOR beta-arrestin recruitment, luminescence; higher % means a stronger effect; one-dose activation, % at 10 µM; EC50 in µM for titrated hits; 280,000 tested, 0.02% active; in the data active = activation above about 50%, passing the limit was not always enough; note: a part of the inactive calls stands beside numbers as strong as those of hits
West Nile antiviral – inhibition of WNV-induced cytopathic effect – cell-based, CPE readout (AID 1621) | CPE inhibition, % at 10 µM; hits with a dose series show IC50 in µM | 290,000 tested, 0.02% active | West Nile virus-infected cells, CPE inhibition; higher % means a stronger effect; in the data active = a potency from the dose series; note: strong numbers were not always called active
KOR beta-arrestin-2 – KOR antagonists, beta-arrestin recruitment, cell-based, luminescence, uHTS (AID 1778). KOR beta-arrestin recruitment, luminescence, antagonist mode; higher % means a stronger effect. one-dose inhibition, % at 10 µM; IC50 in µM for titrated hits. 290,000 tested, 0.091% active; in the data active = inhibition above about 50%; note: strong numbers were not always called active
PhoP inhibition – PhoP-dependent GFP reporter repression – Salmonella Typhimurium, primary screen (AID 1863). S. Typhimurium PhoP-regulated promoter GFP reporter, 4 h; higher % means a stronger effect. one-dose inhibition, % at 50 µM; IC50 in µM for titrated hits. 300,000 tested, 0.16% active;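 active = inhibition over 29.93%, a cutoff 3 SD above the screen mean, later confirmed by dose response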;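 note: 0% = low Mg2+ inducing control and 100% = high Mg2+ repressing control; strong numbers were not always called active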
GPR55 beta-arrestin – selective activators of receptor GPR55 – imaging, U2OS cells, beta-arrestin-GFP redistribution, primary screen (AID 1961). U2OS GPR55 beta-arrestin-GFP redistribution imaging; higher % means a stronger effect. activation, % at 10 µM; hits with a dose series show EC50 in µM. 290,000 tested, 0.048% active;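 active = activation above 40% with more than 50 cells counted in the well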;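 note: U2OS osteosarcoma cells stably expressing GPR55 and beta-arrestin-GFP; plate controls were DMSO negative control for no effect and LPI positive control for full effect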
GPR35 arrestin U2OS – inhibition of zaprinast-stimulated GPR35 beta-arrestin translocation – imaging, U2OS, beta-arrestin-GFP, zaprinast agonist, primary screen (AID 2058); U2OS GPR35 beta-arrestin-GFP translocation imaging, zaprinast antagonism; higher % means a stronger effect; one-dose inhibition, % at 10 µM; IC50 in µM for titrated hits; 290,000 tested, 0.052% active;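 active = inhibition of at least 50% with at least 30 cells and total cytoplasm GFP at most 10,000,000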
T cell modulator – T cell immune modulators affecting CD8 T cell-vesicle binding; 2C CD8+ T cell-vesicle binding, flow cytometry; hits give low values; calls only at 7 µM; 330,000 tested, 0.068% active; AID 2052;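 active = response, share of CD8 T cells binding vesicles, and their 90th percentile fluorescence all below set limits, cut at about 80% in these data, passing the limit was not always enough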
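Material: 2C TCR transgenic mouse naive CD8+ T cells, MACS-purified. Also added: QL9-charged Drosophila Ld/ICAM-1/B7-1 vesicles. Timing: binding 1.5 h at 37 °C. Measured by: high-throughput flow cytometry with anti-B7-1 and anti-CD8 staining. Read-out: percent CD8+ FL2 mean versus row control. Controls: Unloaded micro-vesicles (low), QL9 vesicles with 0.7% DMSO (high).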
GPR55 antagonists – GPR55 antagonists blocking LPI-driven arrestin recruitment, primary screen, imaging, U2OS, beta-arrestin-GFP, LPI agonist (AID 2013); U2OS GPR55 beta-arrestin-GFP translocation imaging, LPI antagonism; higher % means a stronger effect; one-dose inhibition, % at 10 µM; IC50 in µM for titrated hits; 290,000 tested, 0.13% active;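 active = spots per cell inhibited over 60%, with over 100 cells counted and total cytoplasm intensity under 500,000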;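 note: U2OS cells stably carrying GPR55 and arrestin-GFP stimulated by 5 µM LPI near EC80; imaged beta-arrestin-GFP aggregate spots per cell after agonist stimulation; plate controls were LPI-stimulated DMSO wells for no effect and DMSO wells without LPI for full effect; some results filed as inactive read as strong as hits; confirmed hits need IC50 under 10 µM and bright autofluorescent wells are also inconclusive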
NTR1 ag – agonists of NTR1, primary screen, imaging, U2OS cells, beta-arrestin-GFP, high content (AID 493036); P30989; NTR1-U2OS beta-arrestin-GFP spot imaging, agonist mode; activation, % at 20 µM; 330,000 tested, 0.17% active;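 active = activation at or above 40% of the spot to cytoplasm intensity ratio, with at least 20 cells analyzed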;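 note: 0% = DMSO without peptide and 100% = 100 nM NTR1 peptide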
Target sequence (P30989 whole entry, looked up): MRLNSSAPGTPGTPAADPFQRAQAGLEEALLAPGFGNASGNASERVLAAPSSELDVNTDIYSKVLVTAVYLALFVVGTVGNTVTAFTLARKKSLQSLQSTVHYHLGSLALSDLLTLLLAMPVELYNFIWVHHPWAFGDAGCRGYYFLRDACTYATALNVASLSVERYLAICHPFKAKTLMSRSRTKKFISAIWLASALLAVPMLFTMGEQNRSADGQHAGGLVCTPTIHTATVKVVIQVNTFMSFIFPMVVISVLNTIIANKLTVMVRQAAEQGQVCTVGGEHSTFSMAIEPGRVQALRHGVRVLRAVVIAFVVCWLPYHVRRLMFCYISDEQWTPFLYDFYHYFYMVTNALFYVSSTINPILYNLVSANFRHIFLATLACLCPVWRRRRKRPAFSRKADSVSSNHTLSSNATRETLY
T cell modulator vesicle-bound % – further read-out of T cell modulator, marked with its call; double positive events, %; measured here: CD8+ vesicle-bound cell fraction;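 binding gate set so that unloaded-vesicle control wells show 10% double positive cells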
NTR1 ag cell count 20 µM – further read-out of NTR1 ag, marked with its call; cell count; measured here: cell count, cytotoxicity flag
The depositor's hits bear a star; i = inactive; / = not tested or not shown; [ ] = dose if it differs, or a comment.

SMILES	KOR beta-arrestin-1	West Nile antiviral	KOR beta-arrestin-2	PhoP inhibition	GPR55 beta-arrestin	GPR35 arrestin U2OS	T cell modulator	T cell modulator vesicle-bound %	GPR55 antagonists	NTR1 ag	NTR1 ag cell count 20 µM
O=C(C1CC1)N1N=C2CCCCC2C1(O)C(F)(F)F (centres undefined)	-0.9%	-0.2%	-9%	-10%	0.0%	-12%	i	10	8%	0.2	49
COc1ccc(-n2c(SCC(=O)Nc3ccc(Cl)cc3)nc(O)c(Cc3ccccc3)c2=O)cc1	-4.6%	-0.8%	-4%	7%	0.3%	-6%	i	62	-3%	1.8	62
CCN(CC)C(=O)C1CCCN(Cc2ccc(OC)c(C)c2C)C1 (centres undefined)	0.0%	-1.0%	-37%	-12%	-0.1%	2%	i	14	7%	-3.0	103
CCn1ncc(/C=N/NC(=O)c2ccc3c(c2)OCO3)c1C	11%	-0.4%	-6%	-9%	-0.3%	-1%	i	48	-2%	-1.5	56
CCCCCN(C(=O)CCC(=O)OCC(=O)N1CCCC(C)C1)c1c(N)n(CCCC)c(=O)[nH]c1=O (centres undefined)	-4.4%	0.3%	9%	3%	-0.1%	14%	i	9	12%	1.0	58
Cc1cc(C)c2c(=O)[nH]c(=O)n(Cc3ccccc3)c2n1	-0.3%	0.2%	-12%	-15%	-0.2%	-8%	i	57	-2%	0.5	51
CCc1nnc(NC(=O)CSc2nnc(CNC(=O)c3cc(OC)c(OC)c(OC)c3)o2)s1	-3.9%	0.6%	-6%	5%	-0.3%	-4%	i	32	9%	0.1	46
CCc1cc2c3c(c(=O)oc2cc1OC(C)C(=O)O)CCCC3 (centres undefined)	-1.4%	-0.2%	3%[20 µM]	-3%	-0.2%	-13%	i	51	-6%	1.9	68
Cc1c(CN2CCC(Oc3ccc(C(=O)N4CCCCC4)cc3)CC2)cnn1C	-0.9%	0.0%	24%	-6%	-0.1%	-1%	i	9	23%	0.5	75
Cc1cc(-c2nnc3sc(-c4ccc(Cl)cc4Cl)nn23)n[nH]1	-4.9%	-0.4%	/	-2%	-0.2%	31%	i	56	2%	4.0	62
CS(=O)(=O)c1ccc(C(=O)N2CCN(Cc3ccccc3)CC2)cc1	-2.1%	0.1%	24%	7%	0.8%	4%	i	34	2%	1.0	48
Cc1ccc(Cl)c(NC(=O)CCl)c1Cl	4.8%	-0.9%	22%	8%	-0.3%	1%	i	36	10%	0.5	27
Cc1ccc(C2C(C(=O)c3cccs3)=C(O)C(=O)N2c2ccc(S(N)(=O)=O)cc2)cc1 (centres undefined)	5.2%	0.1%	42%	-16%	0.5%	7%	i	30	-4%	-0.3	47
C=CCNCCCCOc1c(Cl)cc(C)cc1Br	3.5%	1.0%	-38%	19%	-0.1%	6%	i	28	0%	-0.8	73
C/C(=N/N1CCN(Cc2cccc3ccccc23)CC1)c1ccco1	2.6%	-1.3%	12%	-8%	-0.2%	-5%	i	47	7%	-0.4	51
COc1cc2[nH]c(C(=O)N(C)C3CCS(=O)(=O)C3)cc2c(OC)c1OC (centres undefined)	0.9%	0.1%	-7%	5%	-0.2%	20%	i	28	-1%	0.1	66
COc1ccc(CC(=O)Nc2ccccc2C(=O)N2CCOCC2)cc1OC	0.2%	0.6%	-20%	-11%	-0.1%	21%	i	9	-6%	-0.7	74
O=C(NCCC(c1ccccc1)c1ccco1)c1cccs1 (centres undefined)	1.4%	-1.3%	-17%	-8%	0.0%	-4%	i	36	1%	1.8	68
O=C(CSc1nnc(NCc2ccccc2)s1)NC1CCS(=O)(=O)C1 (centres undefined)	1.2%	0.2%	1%	3%	0.0%	-17%	i	3	8%	0.1	58
COc1ccc(-n2c(Cc3cccn3C)nnc2SCC(=O)Nc2ccc3c(c2)OCO3)cc1	4.0%	-0.6%	-3%	-12%	-0.1%	10%	i	32	-4%	0.6	64

3 entries already listed, ordered by their value in KOR beta-arrestin-1, smallest number first:
molecule	KOR beta-arrestin-1	West Nile antiviral	KOR beta-arrestin-2	PhoP inhibition	GPR55 beta-arrestin	GPR35 arrestin U2OS	T cell modulator	T cell modulator vesicle-bound %	GPR55 antagonists
COc1cc2[nH]c(C(=O)N(C)C3CCS(=O)(=O)C3)cc2c(OC)c1OC (centres undefined)	0.9%	0.1%	-7%	5%	-0.2%	20%	i	28	-1%
C/C(=N/N1CCN(Cc2cccc3ccccc23)CC1)c1ccco1	2.6%	-1.3%	12%	-8%	-0.2%	-5%	i	47	7%
COc1ccc(-n2c(Cc3cccn3C)nnc2SCC(=O)Nc2ccc3c(c2)OCO3)cc1	4.0%	-0.6%	-3%	-12%	-0.1%	10%	i	32	-4%

Going on with the list:
SMILES	KOR beta-arrestin-1	West Nile antiviral	KOR beta-arrestin-2	PhoP inhibition	GPR55 beta-arrestin	GPR35 arrestin U2OS	T cell modulator	T cell modulator vesicle-bound %	GPR55 antagonists	NTR1 ag	NTR1 ag cell count 20 µM
Cc1cc(C)c(NS(=O)(=O)c2ccc3c(c2)n(C)c(=O)n3C)c(C)c1	-6.3%	0.5%	22%	-5%	-0.1%	-18%	i	43	-3%	-1.3	43
COc1ccc(-c2nnn(CC(=O)N(CC(=O)NC3CCCC3)Cc3ccco3)n2)cc1OC	/	0.3%	-15%[20 µM]	4%	-0.1%	0%	i	39	-12%	-0.7	68
CCOc1ccc(NC(=O)COc2ccc(C(=O)NC3CCCc4ccccc43)cc2OC)cc1 (centres undefined)	50%	0.3%	-79%	2%	-0.6%	-8%	i	3	6%	20	32
O=C(O)/C=C/c1cccnc1	-2.1%	1.1%	18%	14%	-0.3%	-11%	i	45	10%	0.9	55
O=C(O)C1CCCN1C(=O)C12CC3CC(CC(C3)C1)C2 (centres undefined)	-2.0%	-0.4%	-25%[20 µM]	-5%	0.1%	11%	i	52	-3%	-0.7	45
CCC(C(=O)NCCc1c[nH]c2cc(OC)ccc12)c1ccccc1 (centres undefined)	1.3%	-0.9%	-5%	7%	-0.1%	-2%	i	50	9%	-0.1	92
Cc1ccc(S(=O)(=O)N2CCSC2C(=O)O)cc1 (centres undefined)	5.0%	0.4%	26%	3%	-0.2%	-7%	i	50	-8%	-0.7	93
COc1cc(C(C)=O)ccc1OC(=O)c1cc2cccc(OC)c2oc1=O	-4.0%	0.5%	4%	1%	-0.1%	-9%	i	44	2%	0.0	62
CCOP(=O)(OCC)C(NC(=O)c1cccs1)C(F)(F)F (centres undefined)	14%	-0.7%	-30%	3%	0.8%	2%	i	48	9%	0.2	82
Cc1ccc(NC(=S)N(CCCN2CCOCC2)Cc2cccs2)c(C)c1	0.9%	-1.6%	8%	-7%	0.2%	-2%	i	36	25%	-1.3	68
O=C(CCN1C(=O)C2CCCCC2C1=O)NNC(=O)c1cccc(Cl)c1 (centres undefined)	0.7%	-0.1%	/	-3%	-0.4%	-1%	i	38	8%	-2.3	83
CCc1ccc(CNC(=O)c2ccc(OC)c(OC3CCN(C(C)C)CC3)c2)nc1	-3.9%	-0.1%	-18%	-3%	-0.1%	-4%	i	18	6%	0.1	58
COc1ccc(-c2noc(CNC(=O)CCN3C(=O)[C@H]4CC=CC[C@H]4C3=O)n2)cc1	5.5%	0.5%	-36%	-3%	-0.1%	9%	i	15	-10%	0.4	63
CC(C)OC(=O)CSc1nc2cccnc2n1C1CCCCC1	12%	3.0%	-33%	-7%	0.0%	-9%	i	13	2%	-3.1	66
C/C(=N/NC(=O)c1ccc(O)cc1)c1cccc([N+](=O)[O-])c1	0.7%	-0.2%	10%	12%	-0.2%	0%	i	54	4%	0.9	54
CCn1c(=O)cc(OCC(=O)N(C)C2CCCCC2)c2ccccc21	3.7%	0.7%	-56%	-5%	-0.1%	-2%	i	21	3%	2.9	82
Cc1ccc(C(=O)CSc2nc(-c3ccccc3)cc(=O)[nH]2)cc1	-0.2%	0.9%	-23%	-5%	0.3%	5%	i	13	4%	8.4	42
C=CCn1c(SCC(=O)NCc2ccco2)nc2sc3c(c2c1=O)CCC3	2.6%	-0.3%	-24%	-3%	0.1%	-6%	i	8	-4%	-3.8	105
COC(=O)c1ccc(NC(=O)c2sc3nc(-c4ccccc4)cn3c2C)cc1	-2.7%	/	-13%	8%	0.3%	10%	i	55	24%	3.7	70
Cc1cccc(C)c1OCc1cc(C(=O)N(C)Cc2cc(C3CC3)n[nH]2)no1	1.5%	-1.4%	-28%	-4%	-0.1%	-12%	i	25	10%	5.5	61
COc1ccc(-c2cc(C3CCNCC3)[nH]n2)cc1	7.5%	-0.4%	10%	-1%	-0.1%	1%	i	62	7%	0.4	58
CCc1nn(CC(=O)NCCN2CCN(C)CC2)c(=O)c2cc3occc3n12	7.6%	-0.4%	-80%	-4%	0.9%	-8%	i	41	-17%	-1.2	41
COc1cccc(C2N(c3ccccc3)CCN2c2ccccc2)c1OC	-9.5%	0.2%	-37%[20 µM]	5%	0.0%	-1%	i	14	10%	5.9	52
O=C(O)c1ccc2c(=O)n3c(nc2c1)/C(=C/c1ccccc1Br)CC3	-3.4%	-0.8%	-14%	-4%	/	14%	i	33	-3%	0.5	56
CCC(=O)Nc1ccc(N2CCN(C(=O)c3ccccc3C)CC2)cc1	1.2%	0.1%	-8%	-4%	0.2%	-2%	i	48	14%	3.6	55
O=C(Nc1ccc(C(F)(F)F)cc1)C1(c2ccccc2)CC1	-2.3%	0.3%	25%	-4%	1.7%	-4%	i	3	3%	6.2	40
CN(C)CCNC(=O)c1cc(Br)ccc1Cl	0.1%	-0.4%	-1%	1%	0.2%	1%	i	36	21%	0.9	53
COc1ccc(CCNC(=O)Cc2ccsc2)cc1	-0.3%	-0.1%	-13%	-4%	-0.1%	-2%	i	61	12%	-0.6	66
Cc1nn(-c2ccccc2)c(C)c1/C=C/C(=O)OCC(=O)NC1CCS(=O)(=O)C1 (centres undefined)	-6.0%	-0.3%	4%	0%	0.3%	-12%	i	20	8%	-0.9	53
CCOC(=O)c1c2c(c(=S)n(-c3ccccc3)c1N)CCC2	-4.4%	0.1%	-23%	2%	-0.2%	-7%	i	40	-13%	5.0	66
Cc1oc(-c2ccccc2Cl)nc1Cn1cccc1C1=NC(c2ccccc2)CO1 (centres undefined)	-2.0%	-1.1%	5%	0%	10%	-2%	i	9	18%	-0.4	88
Cc1cc2c(N=NC(=O)CCc3ccccc3)c(O)[nH]c2cc1Br	1.0%	0.0%	18%	0%	-0.2%	-10%	i	14	8%	14	62

Screening results (PubChem)
